Htt clearance – clearance of mutant huntingtin inclusions, primary screen, imaging, HeLa Exon1htt(103Q)mCFP, confocal imaging. AID 853, 2007. inhibition, % at 1.5 µM. actives 0.42% (n = 47,000). aggregate imaging; zero = plate's median compound well;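 active = inhibition of aggregate fluorescence above about 70%, also judged a hit by eye on the cell image, limit read from the data, passing the limit was not always enough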;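 note: cells exposed to compound for three days before fixation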
Htt clearance grain fraction – also measured in Htt clearance; calls as there; fraction fluorescence in grains; measured here: aggregate grain fluorescence fraction; hits give low values;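 scaled fraction of total cell fluorescence in grains with unit not stated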
An asterisk follows results filed as active. Some of the compounds tested (hit frequency here may not be typical).

Htt clearance	Htt clearance grain fraction	SMILES
-16	26	CC1CCC(n2c(=S)[nH]c3ccccc3c2=O)CC1 (stereo not given)
60	14	CSc1cc(C)nc(NC(C)=O)n1
-3	20	Cc1nn(C)c(C)c1CN(C)C(=O)CCCC(=O)O
49	10	Cc1ccc(-c2nc3cccnc3o2)cc1NC(=O)COc1ccc(C(C)(C)C)cc1
-28	46	Nc1nc(CN2CCN(c3ccccc3F)CC2)nc(Nc2ccc3c(c2)OCCO3)n1
-55	33	COc1ccc(NC(=O)CN2CCCN(S(=O)(=O)c3ccc(F)cc3)CC2)cc1

Whole records, looked up by structure.
Results for `COc1ccc(NC(=O)CN2CCCN(S(=O)(=O)c3ccc(F)cc3)CC2)cc1` : Htt clearance = -55; Htt clearance grain fraction = 33
Results for `Nc1nc(CN2CCN(c3ccccc3F)CC2)nc(Nc2ccc3c(c2)OCCO3)n1` : Htt clearance = -28; Htt clearance grain fraction = 46
